CIT2 TOR yeast – modulators of CIT2-GFP expression in yeast, primary screen, S. cerevisiae, GFP fusion, multiplex flow cytometry, MLPCN library. S. cerevisiae CIT2-GFP strain, 3 h; 100 means same as DMSO wells. hit rate 0.065% among 320,000. GFP response vs DMSO, % at 10 µM;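 active = GFP response relative to DMSO above a set limit, near the screen mean plus 3 SD, cut at about 150% in these data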;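 note: ratio of well median GFP fluorescence to mean of DMSO wells on the plate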
LAP4 TOR yeast – modulators of LAP4-GFP expression in yeast, primary screen, S. cerevisiae, multiplex flow cytometry, MLPCN library; hit rate 0.34% among 320,000; GFP response vs DMSO, % at 10 µM; AID 2023, 2009; 3 h; median GFP as percent of DMSO wells;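 active = GFP response vs DMSO above a set limit, about the screen mean plus 3 SD, cut at about 150% in these data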
RPL19A TOR yeast – RPL19A-GFP expression modulators in yeast, primary screen, cell-based, S. cerevisiae, multiplex flow cytometry, MLPCN; S. cerevisiae RPL19A-GFP strain, 3 h; active compounds read low; percent response vs DMSO, % at 10 µM; hit rate 0.3% among 330,000; AID 2025, 2009;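 active = percent response vs DMSO below 50%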;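 note: median channel GFP fluorescence of the barcoded RPL19A-GFP strain; ratio of sample median GFP to plate DMSO average so 100% = DMSO; lower means less RPL19A-GFP as with rapamycin TOR inhibition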
procasp7 counter – procaspase-7 activators, primary screen, counter-screen for procaspase-3 activator project, biochemical, absorbance, HTS, human; recombinant procaspase-7, Ac-DEVD-pNA absorbance 405 nm; D23A/D198A/D206A triple mutant, cannot self-cleave; scale: DMSO 0, 5 µM enzyme 100; activation, % at 8.5 µM; hit rate 0.093% among 330,000; AID 463210, 2010;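 active = percent activation above the screen-wide mean plus 3 SD, cut at about 25% in these data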
Target sequence (P55210 whole entry D23A/D198A/D206A): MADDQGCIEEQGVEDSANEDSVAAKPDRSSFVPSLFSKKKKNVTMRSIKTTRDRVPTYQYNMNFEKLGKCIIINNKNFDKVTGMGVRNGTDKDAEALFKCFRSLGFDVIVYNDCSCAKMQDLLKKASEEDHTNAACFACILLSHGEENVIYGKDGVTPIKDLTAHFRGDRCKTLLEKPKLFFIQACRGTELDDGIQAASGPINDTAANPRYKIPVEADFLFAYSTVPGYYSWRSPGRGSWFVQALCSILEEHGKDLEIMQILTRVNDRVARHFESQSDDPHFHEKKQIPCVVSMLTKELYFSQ
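Assay system – Uncleavable procaspase-7 mutant enzyme · Quantity – 2 µM procaspase-7 mutant as dispensed · Times – 1 h preincubation, 2 h reaction · Dosing – single nominal 8.5 µM compound dose, 0.8% DMSO final · Buffer or medium – Zinc-free 50 mM HEPES buffer, pH 7.4, with NaCl and Triton X-100 · Detection – Epi-absorbance of released pNA at 405 nm, two timepoints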
proCasp3 act – activators of human procaspase-3 D3A mutant, primary screen, biochemical, absorbance, PC-3 D3A mutant, single concentration. Caspase-3 (Homo sapiens), P42574. recombinant procaspase-3 D3A, Ac-DEVD-pNA absorbance 405 nm. activation, % at 8.5 µM. hit rate 0.11% among 330,000;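 active = activation above the mean of all tested compounds plus 3 SD, cut at about 21% in these data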;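 note: 0% = DMSO alone and 100% = DMSO wells spiked with extra 5 µM PC-3 D3A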
Target sequence (P42574 whole entry D9A/D28A/D175A): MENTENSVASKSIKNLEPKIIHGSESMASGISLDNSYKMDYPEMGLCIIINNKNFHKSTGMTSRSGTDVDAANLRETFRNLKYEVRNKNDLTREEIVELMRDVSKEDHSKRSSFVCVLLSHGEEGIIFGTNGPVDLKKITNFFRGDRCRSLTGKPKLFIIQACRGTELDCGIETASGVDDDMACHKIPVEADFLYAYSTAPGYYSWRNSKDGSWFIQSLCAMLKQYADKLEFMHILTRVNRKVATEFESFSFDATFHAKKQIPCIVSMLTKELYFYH
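System: Procaspase-3 D3A mutant. Medium: Zinc-free 300 mM NaCl, 50 mM HEPES, 0.01% Triton X-100. Schedule: 1 h preincubation plus 2 h reaction at 25 °C. Measured by: 405 nm absorbance of p-nitroaniline, reads at 0 and 120 min. Read-out: percent activation relative to control range.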
AGP1 TOR yeast – modulators of AGP1-GFP expression in yeast TOR pathway, primary screen, cell-based, multiplex flow cytometry, S. cerevisiae, MLPCN library. 3 h; GFP as percent of DMSO wells. GFP response vs DMSO, % at 10 µM. hit rate 0.02% among 320,000. AID 2066, 2009;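 active = GFP response relative to DMSO above a set limit, near screen average plus 3 SD, cut at about 150% in these data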;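 note: median GFP channel fluorescence of the gated AGP1 strain per well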
MEP2-GFP yeast – modulators of MEP2-GFP levels in yeast, primary screen, S. cerevisiae, multiplex flow cytometry, MLPCN library; GFP response vs DMSO, % at 10 µM; S. cerevisiae MEP2-GFP strain, 3 h; 100% = DMSO control level; AID 2016, 2009; hit rate 0.51% among 330,000;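 active = GFP response versus DMSO above a set limit, roughly screen mean plus 3 SD, cut at about 180% in these data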;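 note: median GFP fluorescence of the barcode-gated MEP2-GFP cells per well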
AHR activator – AHR activators, primary screen, cell-based, luminescence, luciferase reporter, human; Aryl hydrocarbon receptor (Homo sapiens), P35869; AHR-responsive luciferase reporter cells; activation, % at 5 µM; hit rate 2.5% among 320,000; in the data active = activation above about 47%;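 note: 0% = vehicle wells and 100% = reference agonist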
The depositor's hits bear a star.

What do the screens show for `CCOC(=O)c1[nH]c2ccc(C)cc2c1N=CN(CC)CC`?
CIT2 TOR yeast: 98.1; LAP4 TOR yeast: 87.3; RPL19A TOR yeast: 97.8; procasp7 counter: 2.0; proCasp3 act: 4.0; MEP2-GFP yeast: 80.4; AHR activator: 44.8

How did COc1ccccc1CN1CC(C(=O)N2CCCCCCC2)CCC1=O (stereo unspecified) do in these assays?
CIT2 TOR yeast: 101.9; LAP4 TOR yeast: 99.1; RPL19A TOR yeast: 99.7; procasp7 counter: 16.1; proCasp3 act: -0.1; AGP1 TOR yeast: 96.4; MEP2-GFP yeast: 101.4; AHR activator: -0.1

Results for CC(C)CNC(=O)c1cccc(NC(=O)COc2cccc([N+](=O)[O-])c2)c1 ?
CIT2 TOR yeast: 103.6; LAP4 TOR yeast: 92.2; RPL19A TOR yeast: 100.8; procasp7 counter: -1.7; proCasp3 act: -4.4; AGP1 TOR yeast: 97.1; MEP2-GFP yeast: 109.5; AHR activator: -1.6

What do the screens show for `O=C(c1cc(C2CC2)nn1-c1ccccc1)N1CCN(S(=O)(=O)c2cccc(F)c2)CC1`?
CIT2 TOR yeast: 94.0; LAP4 TOR yeast: 92.1; RPL19A TOR yeast: 93.9; procasp7 counter: 5.9; proCasp3 act: -0.8; AGP1 TOR yeast: 96.4; MEP2-GFP yeast: 95.9; AHR activator: -0.5

Results for CC1CN(c2nc3ccccn3c(=O)c2C=O)CC(C)O1 (stereo unspecified) ?
CIT2 TOR yeast: 78.2; LAP4 TOR yeast: 101.3; RPL19A TOR yeast: 100.6; procasp7 counter: 8.9; proCasp3 act: -6.9; AGP1 TOR yeast: 96.2; MEP2-GFP yeast: 102.2; AHR activator: 2.1

Results for c1ccc(Cn2cc(-c3cccnc3)cn2)cc1 ?
CIT2 TOR yeast: 90.0; LAP4 TOR yeast: 125.4; RPL19A TOR yeast: 97.9; procasp7 counter: 12.5; proCasp3 act: 3.1; AGP1 TOR yeast: 121.0; MEP2-GFP yeast: 116.9; AHR activator: 2.7

What do the screens show for `COc1ccccc1NC(=O)C(Sc1ccccc1)c1ccccc1` (stereo unspecified)?
CIT2 TOR yeast: 99.8; LAP4 TOR yeast: 106.4; RPL19A TOR yeast: 101.8; procasp7 counter: -4.1; proCasp3 act: -3.2; AGP1 TOR yeast: 101.0; MEP2-GFP yeast: 113.2; AHR activator: 11.5

How did COc1cccc(N2[C@@H](CC(=O)O)c3ccc(/C=C/C(=O)O)cc3S2(=O)=O)c1 do in these assays?
CIT2 TOR yeast: 103.5; LAP4 TOR yeast: 98.4; RPL19A TOR yeast: 99.4; procasp7 counter: -8.4; proCasp3 act: -8.5; AGP1 TOR yeast: 105.0; MEP2-GFP yeast: 104.7; AHR activator: 12.6

What do the screens show for `O=C(NNC(=O)c1ccccc1F)c1ccc2nc[nH]c2c1`?
CIT2 TOR yeast: 98.3; LAP4 TOR yeast: 86.0; RPL19A TOR yeast: 87.3; procasp7 counter: -0.3; proCasp3 act: 6.0; AGP1 TOR yeast: 86.8; MEP2-GFP yeast: 90.3; AHR activator: -0.4

Results for O=C(Nc1ccccc1)Nc1cc(S(=O)(=O)N2CCOCC2)ccc1N1CCCC1 ?
CIT2 TOR yeast: 102.0; LAP4 TOR yeast: 95.8; RPL19A TOR yeast: 102.9; procasp7 counter: -6.2; proCasp3 act: -0.6; AGP1 TOR yeast: 101.6; MEP2-GFP yeast: 106.9; AHR activator: 0.4

Results for O=C(N/N=C/c1ccc([N+](=O)[O-])o1)c1ccc(O)cc1 ?
CIT2 TOR yeast: 83.0; LAP4 TOR yeast: 99.2; RPL19A TOR yeast: 97.1; procasp7 counter: -3.5; proCasp3 act: -5.9; AGP1 TOR yeast: 85.1; MEP2-GFP yeast: 90.5; AHR activator: -7.3

What do the screens show for `CCN(CC)C(=O)CSc1nnc(-c2ccco2)n1N`?
CIT2 TOR yeast: 99.0; LAP4 TOR yeast: 93.4; RPL19A TOR yeast: 95.5; procasp7 counter: 3.6; proCasp3 act: -6.1; AGP1 TOR yeast: 99.9; MEP2-GFP yeast: 91.0; AHR activator: 2.0

What do the screens show for `COc1cc(/C=N/NC(=O)c2cc(C3CC3)[nH]n2)cc(OC)c1OC`?
CIT2 TOR yeast: 105.8; LAP4 TOR yeast: 105.5; RPL19A TOR yeast: 102.6; procasp7 counter: 0.4; proCasp3 act: -2.9; AGP1 TOR yeast: 102.4; MEP2-GFP yeast: 98.8; AHR activator: 14.2

What do the screens show for `COc1ccc(CCNc2nc(-c3ccc(F)cc3)c(CC(=O)O)s2)cc1OC`?
CIT2 TOR yeast: 102.5; LAP4 TOR yeast: 102.4; RPL19A TOR yeast: 106.1; procasp7 counter: -29.3; proCasp3 act: -8.0; AGP1 TOR yeast: 105.8; MEP2-GFP yeast: 107.1; AHR activator: 36.9

How did CCN(C(=O)CSc1ncn[nH]1)C1CCCCC1 do in these assays?
CIT2 TOR yeast: 111.3; LAP4 TOR yeast: 107.0; RPL19A TOR yeast: 105.0; procasp7 counter: -7.2; proCasp3 act: -5.1; AGP1 TOR yeast: 105.5; MEP2-GFP yeast: 103.7; AHR activator: 4.7

Overlap with the part before: 2 compounds, followed by the next part.
What do the screens show for `COc1ccc(CCNc2nc(-c3ccc(F)cc3)c(CC(=O)O)s2)cc1OC`?
CIT2 TOR yeast: 102.5; LAP4 TOR yeast: 102.4; RPL19A TOR yeast: 106.1; procasp7 counter: -29.3; proCasp3 act: -8.0; AGP1 TOR yeast: 105.8; MEP2-GFP yeast: 107.1; AHR activator: 36.9

How did CCN(C(=O)CSc1ncn[nH]1)C1CCCCC1 do in these assays?
CIT2 TOR yeast: 111.3; LAP4 TOR yeast: 107.0; RPL19A TOR yeast: 105.0; procasp7 counter: -7.2; proCasp3 act: -5.1; AGP1 TOR yeast: 105.5; MEP2-GFP yeast: 103.7; AHR activator: 4.7

What do the screens show for `Cc1ccc(NC2=CC(=O)CC(C)(C)C2)cc1Cl`?
CIT2 TOR yeast: 99.7; LAP4 TOR yeast: 87.8; RPL19A TOR yeast: 104.2; procasp7 counter: 1.0; proCasp3 act: -4.5; AGP1 TOR yeast: 94.2; MEP2-GFP yeast: 106.5; AHR activator: 3.1

Results for Cc1cc(NC(=O)c2ccc(C)s2)n(-c2ccccc2)n1 ?
CIT2 TOR yeast: 96.6; LAP4 TOR yeast: 96.1; RPL19A TOR yeast: 99.4; procasp7 counter: 6.6; proCasp3 act: -1.9; AGP1 TOR yeast: 103.5; MEP2-GFP yeast: 100.2; AHR activator: 9.3

Results for O=C(OCC1CCCN2CCCCC12)c1ccc2c(c1)OCO2 (stereo unspecified) ?
CIT2 TOR yeast: 99.0; LAP4 TOR yeast: 98.9; RPL19A TOR yeast: 94.5; procasp7 counter: 4.0; proCasp3 act: -1.1; AGP1 TOR yeast: 97.6; MEP2-GFP yeast: 100.1; AHR activator: 0.4

What do the screens show for `C=CCN1C(=O)/C(=C/c2ccc(OC)cc2)S/C1=N/c1nccs1`?
CIT2 TOR yeast: 95.2; LAP4 TOR yeast: 98.6; RPL19A TOR yeast: 98.3; procasp7 counter: 2.3; proCasp3 act: 2.1; AGP1 TOR yeast: 95.8; MEP2-GFP yeast: 97.9; AHR activator: 3.2

Results for Clc1ccc(-c2csc(N3CCCCCC3)n2)cc1 ?
CIT2 TOR yeast: 103.1; LAP4 TOR yeast: 92.6; RPL19A TOR yeast: 102.2; procasp7 counter: 6.2; proCasp3 act: -8.9; AGP1 TOR yeast: 98.0; MEP2-GFP yeast: 108.1; AHR activator: -8.6

What do the screens show for `Cc1ccc(NC(=O)CN(C)S(=O)(=O)c2ccc3c(c2)c(=O)n(C)c(=O)n3C)cc1`?
CIT2 TOR yeast: 99.8; LAP4 TOR yeast: 96.3; RPL19A TOR yeast: 105.5; procasp7 counter: 7.7; proCasp3 act: 9.5; AGP1 TOR yeast: 99.4; MEP2-GFP yeast: 110.2; AHR activator: 2.8

How did CC(C)C[C@H](NC(=O)c1nc[nH]c1C(=O)NC1CCN(C(=O)OC(C)(C)C)CC1)C(=O)OCc1ccccc1 do in these assays?
CIT2 TOR yeast: 83.0; LAP4 TOR yeast: 107.4; RPL19A TOR yeast: 106.0; procasp7 counter: -1.3; proCasp3 act: -0.1; AGP1 TOR yeast: 89.5; MEP2-GFP yeast: 101.0; AHR activator: 4.5

How did Cc1cc(C)c2oc(C(=O)N(Cc3ccccc3)c3ccccn3)cc(=O)c2c1 do in these assays?
CIT2 TOR yeast: 96.8; LAP4 TOR yeast: 111.3; RPL19A TOR yeast: 97.1; procasp7 counter: -3.9; proCasp3 act: -5.3; AGP1 TOR yeast: 103.4; MEP2-GFP yeast: 100.3; AHR activator: 3.2

Results for O=C(Oc1ccc2c(c1)OCO2)c1ccc(Br)c(S(=O)(=O)N2CCOCC2)c1 ?
CIT2 TOR yeast: 92.2; LAP4 TOR yeast: 90.2; RPL19A TOR yeast: 92.1; procasp7 counter: 5.8; proCasp3 act: -0.3; AGP1 TOR yeast: 95.3; MEP2-GFP yeast: 92.9; AHR activator: 0.1

What do the screens show for `COc1ccc2[nH]cc(/C=N/NS(=O)(=O)c3ccc(C)cc3)c2c1`?
CIT2 TOR yeast: 105.8; LAP4 TOR yeast: 100.2; RPL19A TOR yeast: 102.8; procasp7 counter: 2.1; proCasp3 act: 0.9; AGP1 TOR yeast: 109.4; MEP2-GFP yeast: 101.5; AHR activator: 18.9

Results for CCOc1ccc(CCNC(=O)c2ccc(NC3=NC4CS(=O)(=O)CC4S3)cc2)cc1 (stereo unspecified) ?
CIT2 TOR yeast: 105.5; LAP4 TOR yeast: 99.3; RPL19A TOR yeast: 102.0; procasp7 counter: 3.7; proCasp3 act: -4.2; AGP1 TOR yeast: 104.6; MEP2-GFP yeast: 110.3; AHR activator: 2.0

What do the screens show for `O=C(COC(=O)Cc1ccsc1)NCC12CC3CC(CC(C3)C1)C2`?
CIT2 TOR yeast: 95.4; LAP4 TOR yeast: 99.0; RPL19A TOR yeast: 96.1; procasp7 counter: -5.5; proCasp3 act: 0.5; AGP1 TOR yeast: 90.7; MEP2-GFP yeast: 98.4; AHR activator: -1.3

How did CCc1nnc(SCCSc2nnc(CC)n2N)n1N do in these assays?
CIT2 TOR yeast: 99.5; LAP4 TOR yeast: 95.0; RPL19A TOR yeast: 101.1; procasp7 counter: 1.6; proCasp3 act: 1.7; AGP1 TOR yeast: 108.6; MEP2-GFP yeast: 104.8; AHR activator: 0.6

How did CCOC(=O)c1ccc(NC(=O)/C=C/c2cccs2)cc1 do in these assays?
CIT2 TOR yeast: 89.9; LAP4 TOR yeast: 110.8; RPL19A TOR yeast: 100.4; procasp7 counter: 2.5; proCasp3 act: 2.3; AGP1 TOR yeast: 101.3; MEP2-GFP yeast: 96.4; AHR activator: 1.0

From PubChem BioAssay
